BioA inh: BioA (M. tuberculosis) enzyme inhibition. purified M. tuberculosis BioA enzyme, plate reader. inhibition, % at 9.99 µM. 360,000 compounds, 0.096% hits; in the data active means inhibition above about 40%; inconclusive means no clear call, values can overlap the other calls
MazF activator: MazEF (E. coli) toxin RNase activation; activation, % at 20 µM; 350,000 compounds, 0.32% hits; FAM/BHQ RNA-DNA oligo cleavage fluorescence, 5 h; AID 504720; in the data active means activation above about 50%
Target sequence (P0AE70 whole entry, looked up): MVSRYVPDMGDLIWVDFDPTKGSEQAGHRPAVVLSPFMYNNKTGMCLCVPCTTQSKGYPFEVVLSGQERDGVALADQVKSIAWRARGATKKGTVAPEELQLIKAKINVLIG
Rv3671c inh: inhibitors of M. tuberculosis serine protease Rv3671c; inhibition, % at 5.96 µM; 320,000 compounds, 0.048% hits; AID 2606; in the data active means inhibition above about 38%;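 further: extracellular domain of Rv3671c used as enzyme; 0% = enzyme with DMSO and 100% = no enzyme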
DUSP3 inh: inhibitors of human VHR1 phosphatase (DUSP3). 290,000 compounds, 0.52% hits. P51452. inhibition, % at 13.3 µM. recombinant VHR phosphatase, pNPP absorbance; in the data active means inhibition above about 50%; further: some compounds called inactive have numbers as strong as hits
Target sequence (P51452 whole entry, looked up): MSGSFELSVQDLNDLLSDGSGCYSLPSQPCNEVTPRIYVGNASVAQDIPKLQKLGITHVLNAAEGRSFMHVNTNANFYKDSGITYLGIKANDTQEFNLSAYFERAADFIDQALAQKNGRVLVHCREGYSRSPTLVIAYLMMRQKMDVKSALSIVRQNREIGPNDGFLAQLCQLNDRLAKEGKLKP
GDH-TPI inh: GDH-TPI coupled enzyme inhibition counter-screen; 360,000 compounds, 1.2% hits; GDH-TPI coupled enzyme counterscreen, NADH absorbance; AID 588335; inhibition, % at 4.8 µM;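 further: 0% = DMSO wells and 100% = wells lacking the enzyme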
Mtb UGM inh: blocks M. tuberculosis UGM enzyme; P9WIQ1; purified UGM, fluorescence polarization probe displacement; inhibition, % at 10 µM; 320,000 compounds, 0.06% hits; AID 504406; in the data active means inhibition above about 10%, passing the limit was not always enough; inconclusive means no clear call, values can overlap the other calls
Target sequence (P9WIQ1 whole entry, looked up): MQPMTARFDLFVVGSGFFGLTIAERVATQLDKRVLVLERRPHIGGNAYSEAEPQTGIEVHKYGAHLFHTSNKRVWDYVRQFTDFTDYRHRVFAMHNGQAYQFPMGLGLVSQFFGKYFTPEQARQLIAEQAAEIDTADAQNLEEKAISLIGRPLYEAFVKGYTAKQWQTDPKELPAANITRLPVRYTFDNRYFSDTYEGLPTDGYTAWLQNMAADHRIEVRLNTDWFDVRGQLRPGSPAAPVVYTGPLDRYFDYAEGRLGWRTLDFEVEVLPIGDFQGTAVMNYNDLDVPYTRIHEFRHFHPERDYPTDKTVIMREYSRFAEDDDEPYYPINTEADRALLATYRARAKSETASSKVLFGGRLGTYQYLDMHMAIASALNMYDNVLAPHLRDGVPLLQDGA
BoNT F protease: inhibitors of Botulinum neurotoxin F light chain protease | Multiplex microsphere protease cleavage assay, flow cytometry | inhibition, % at 10 µM | 360,000 compounds, 0.22% hits; in the data active means inhibition above about 35%, passing the limit was not always enough; inconclusive means no clear call, values can overlap the other calls; further: plate controls were buffer without enzyme for full effect and enzyme alone for no effect
FadD28 FP inh: inhibitors of Mycobacterium tuberculosis FadD28 bisubstrate binding | 360,000 compounds, 0.22% hits | inhibition, % at 12.5 µM | AID 588549 | FadD28 bisubstrate probe binding, fluorescence polarization; in the data active means inhibition above about 8.5%, passing the limit was not always enough; inconclusive means no clear call, values can overlap the other calls
CCHFV vOTU inh: blocks the CCHF virus ovarian tumor domain protease; CCHFV vOTU protease, Pep-AMC fluorescence; inhibition, % at 11.5 µM; 370,000 compounds, 0.55% hits; AID 651958; further: 0% = vehicle wells with enzyme and 100% = no enzyme wells
Mtb FBA inh: inhibitors of M. tuberculosis fructose-bisphosphate aldolase. purified M. tuberculosis FBA, fluorescence read-out. 360,000 compounds, 2.3% hits. inhibition, % at 1 µM. P9WQA3; in the data active means inhibition above about 27%;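 further: 0% = vehicle and 100% = reference inhibitor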
Target sequence (P9WQA3 whole entry, looked up): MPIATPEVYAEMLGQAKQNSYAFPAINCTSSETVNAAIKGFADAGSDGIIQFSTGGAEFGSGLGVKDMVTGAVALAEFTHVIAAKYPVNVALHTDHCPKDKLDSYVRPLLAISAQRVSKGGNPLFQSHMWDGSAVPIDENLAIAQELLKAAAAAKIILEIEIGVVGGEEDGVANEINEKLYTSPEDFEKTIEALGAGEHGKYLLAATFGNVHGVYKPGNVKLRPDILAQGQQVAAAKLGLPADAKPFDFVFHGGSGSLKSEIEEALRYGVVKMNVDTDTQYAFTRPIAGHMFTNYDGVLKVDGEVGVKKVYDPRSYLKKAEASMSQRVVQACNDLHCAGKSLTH
* marks the source's active call; other numbers are inactive results; ? = inconclusive; · = no result given; + = active, no number. Unless noted, no stated cut-off is given here; in the data, active means inhibition above about 30%; inactive means the rest.

SMILES	BioA inh	MazF activator	Rv3671c inh	DUSP3 inh	GDH-TPI inh	Mtb UGM inh	BoNT F protease	FadD28 FP inh	CCHFV vOTU inh	Mtb FBA inh
COc1cc(-c2cc(C(=O)Nc3cc(S(=O)(=O)N4CCOCC4)ccc3O)c3ccccc3n2)cc(OC)c1OC	2.0	-6	-25	·	16	-2.4	-8	1.0	6	-4
CN(C)c1ccc(C=NNC(=S)Nc2ccc(F)cc2)cc1	-0.8	4	·	·	41*	·	-6	2.4	-9	32*
Cc1ccc(C=NNc2ccc([N+](=O)[O-])cn2)cc1	·	16	·	·	14	·	0	-0.7	-4	-7
O=C(OCC(=O)N1CCc2ccccc21)c1ccccc1	0.6	2	0	10	-7	-2.0	1	-0.1	-4	2
O=C(CN1C(=O)NC2(CCCCCC2)C1=O)c1ccc(Cl)s1	0.5	0	-2	·	7	-1.0	·	-6.0	11	-2
O=C(OCc1c(F)cccc1Cl)c1cc([N+](=O)[O-])ccc1N1CCOCC1	-0.9	0	5	·	11	0.0	0	0.5	-2	4
CN(C(=O)c1nn(C)c2c1CS(=O)(=O)c1ccccc1-2)c1cccc(Cl)c1	-0.2	24	-3	-4	4	0.3	-1	-2.3	5	1
O=C(NCc1n[nH]c(=S)n1-c1cccc(C(F)(F)F)c1)c1ccc(S(=O)(=O)N2CCCCC2)cc1	-0.4	-3	-1	21	4	2.8	-6	-3.1	18	2
CCOC(=O)N1CCN(C(=O)C(NC(=O)C2CCC(C)CC2)C(C)C)CC1 (stereo not drawn)	0.7	10	8	8	-2	-0.7	-19	1.1	-10	1
CCOc1ccccc1Nc1nc2ccc(C)cc2n2cnnc12	-0.9	-16	·	21	-1	·	-11	-1.8	10	-3
CSc1ccccc1NC(=O)CN(c1cc(C)cc(C)c1)S(C)(=O)=O	2.7	-2	3	6	4	-2.7	6	-2.1	-7	-5
O=C(Cc1ccc([N+](=O)[O-])cc1)Nc1cccnc1	-0.6	3	2	27	-10	-0.1	-29	-4.4	0	1
COc1ccccc1N=Nc1c(C)[nH][nH]c1=O	-2.5	6	6	14	3	1.0	-26	5.6	10	-12
O=C1CSc2ccc(S(=O)(=O)N3CCN(c4ccccc4)CC3)cc2N1	3.6	9	1	8	2	2.8	0	-2.1	-1	0
O=C(Nc1ccc2nc(-c3ccccc3)[nH]c2c1)c1cccs1	15	2	-10	18	11	-0.9	-1	-8.6	1	-2
COc1cccc(NC(=O)CN(C)C(=O)c2cc(-c3ccc(F)cc3)nc3ccccc23)c1	1.4	2	-22	·	4	-0.7	?	-6.9	11	-4
CCOC(=O)C(NC(C)=O)C(=O)O (stereo not drawn)	-1.0	-1	4	20	-4	3.3	-4	-1.7	7	0
Cc1nc2cc(C)c(C)cc2o1	3.0	-1	·	·	5	·	-10	0.9	3	0
CCOC(=O)c1cnc(SC2CC(=O)N(c3cccc(OC)c3)C2=O)nc1N (stereo not drawn)	-1.3	6	9	36	4	-0.5	34	0.2	4	5
O=C(Oc1coc(CSc2ncccn2)cc1=O)c1cccc([N+](=O)[O-])c1	·	9	-4	-12	5	0.8	-9	-1.7	4	2
O=C(NC1CCS(=O)(=O)C1)c1cnccn1 (stereo not drawn)	-1.4	8	-3	-10	5	-1.8	5	-1.8	6	-2
CCN(CC)C(=S)SCC(=O)Nc1ccc(F)cc1	-0.6	-6	7	25	5	-0.3	3	-1.8	7	5
CCOc1ccc(NC(=O)COC(=O)C23CC4CC(CC(C4)C2)C3)c([N+](=O)[O-])c1	0.1	3	-2	21	9	2.5	-3	-1.9	10	1
COc1ccc(-c2ccc(CN3C(C)C(=O)N(Cc4cn(CCC5OCCO5)nn4)CCS3(=O)=O)cc2)cc1OC (stereo not drawn)	·	4	·	·	2	·	4	0.1	-2	-1
Cc1ccc(-c2nc3ccccn3c2NC(=O)c2ccco2)cc1	-1.0	5	8	27	18	-0.9	-21	0.2	9	-1
Cc1ccsc1/C=N/Nc1ncnc2nc[nH]c12	·	7	5	-16	21	1.3	-5	-2.5	10	0
c1coc(-c2nc3c4c5c(sc4ncn3n2)CCCC5)c1	-3.9	2	3	-19	3	3.9	5	-3.6	5	3
CC(/C=C/c1ccccc1F)=N\NC(=O)c1ccc(Cl)cc1	·	-3	-4	15	1	-0.4	-8	0.7	6	0
N#C/C=C\Oc1ccc(Cl)cc1N	0.1	7	-2	14	4	0.5	3	0.3	-9	-2
CN(CCc1ccccn1)C1CCCN(S(=O)(=O)c2ccc(F)c(Cl)c2)C1 (stereo not drawn)	-0.2	1	0	-8	-4	-0.1	5	-2.8	20	1
Cc1ccc(NC(=O)c2ccc(N3C(=O)C4CC=C(Cl)CC4C3=O)cc2)cc1 (stereo not drawn)	-0.8	5	-1	10	4	-1.4	-1	-2.9	0	2
CC(C)CCN1C(=O)CCC1(C)C(=O)NC1CCCCCCC1 (stereo not drawn)	-0.4	6	1	27	3	-0.3	-1	-0.2	-3	1
Cc1cc(OC(=O)c2ccccc2F)c([N+](=O)[O-])c(=O)[nH]1	-1.1	9	-2	1	1	-1.0	4	0.6	2	-1
O=C(CCc1ccccn1)N1CCCC(CNS(=O)(=O)c2cccs2)C1 (stereo not drawn)	·	-4	2	3	0	-0.5	-1	0.8	7	4
CCN(CC)CCCN=Cc1c(O)n(Cc2ccc(F)cc2)c(=O)[nH]c1=O	-0.3	0	0	29	3	4.2	0	-3.4	5	1
Cc1nnc(SCCc2ccccc2)[nH]c1=O	-1.7	-4	-2	23	16	1.2	8	-0.9	-7	3
N#Cc1sc(NCc2ccccn2)nc1Cl	0.3	0	-9	6	4	-2.4	-8	·	-3	1
COc1ccc(N(C)C(=O)c2cc3c(s2)-c2c(C)cccc2OC3)c(OC)c1	-0.8	6	-14	20	31*	-2.8	-5	-1.0	-12	6
O=C(CS(=O)(=O)Cc1ccccc1)N1CCN(C(=O)c2ccco2)CC1	2.7	9	6	21	1	-1.6	3	-2.6	-3	1
CCN(CC(=O)Nc1ccc2c(c1)OCCO2)C(=O)CC(NC(C)=O)c1ccccc1 (stereo not drawn)	0.4	3	-2	·	3	-0.6	-4	-1.5	2	3

As entered above.
For GDH-TPI inh, `CC(C)CCN1C(=O)CCC1(C)C(=O)NC1CCCCCCC1` (stereo not drawn) has 3
For GDH-TPI inh, `O=C(Oc1coc(CSc2ncccn2)cc1=O)c1cccc([N+](=O)[O-])c1` has 5

(next part)
SMILES	BioA inh	MazF activator	Rv3671c inh	DUSP3 inh	GDH-TPI inh	Mtb UGM inh	BoNT F protease	FadD28 FP inh	CCHFV vOTU inh	Mtb FBA inh
O=C(COc1cccc(C(F)(F)F)c1)Nc1ccc(S(=O)(=O)N2CCCC2)cc1	0.0	0	-19	-9	0	-0.9	-10	-7.7	-1	-2
O=C1CCN(C(=O)Nc2cccc(Cl)c2)N1	0.6	5	-5	28	3	4.2	-2	-1.1	8	0
COc1cc(OC)cc(C(=O)NC(C)c2cnn(-c3ccccc3C)c2C)c1 (stereo not drawn)	·	2	0	-12	-2	0.2	-6	-5.2	-15	0
O=C(O)C(Cc1ccccc1)N1C(=O)/C(=C/c2cccnc2)SC1=S (stereo not drawn)	1.4	1	5	29	18	-0.1	-2	-2.2	9	7
N#CC(C(=O)c1ccccc1)=C1SCCS1	-1.4	6	1	23	17	-1.4	·	-2.4	-7	3
COc1cc(OC)c(/C=C2\C(=O)Nc3ccccc32)c(OC)c1	·	5	3	·	·	2.4	·	·	5	·
CCCn1nc(C(=O)N(C)CC(=O)Nc2ccc(OCC)c(OCC)c2)c2ccccc2c1=O	1.9	6	-6	·	5	-1.6	-22	-1.0	-8	-1
CCOC(=O)CNC(c1ccccc1)c1cc(Br)ccc1NC(=O)OCC (stereo not drawn)	0.2	-11	3	33	-3	2.3	-20	0.0	13	2
COc1cc(C(CCN2CCCCC2)c2c(OC)cc(OC)c3c(-c4ccccc4)cc(=O)oc23)cc(OC)c1OC (stereo not drawn)	0.2	4	-4	22	1	-1.7	-13	-5.0	-5	0
Cc1ccc(-c2nc(CS(=O)CC(=O)NCc3ccc(F)cc3)c(C)o2)cc1 (stereo not drawn)	-1.3	-5	6	-1	1	1.9	1	-0.8	13	5
CN1CCN(C(=O)c2cnn(-c3ccccc3)c2NC(=O)c2ccc([N+](=O)[O-])cc2)CC1	-0.2	7	-14	17	7	-0.4	-6	-0.2	11	0
NC(=O)CC(NC(=O)c1cccc(Br)c1)c1ccc(N2CCCCCC2)c([N+](=O)[O-])c1 (stereo not drawn)	0.4	4	3	25	-3	2.0	-5	-2.5	9	2
O=c1cc2c(c(-c3ccccc3)n1Cc1ccccc1)[C@H](CCO)NC2	-0.9	-1	·	·	-2	·	-6	-4.8	-4	4
COC(=O)CSc1nc(-c2ccccc2)nc2ccc(F)cc12	-2.4	0	-10	26	5	-3.1	3	-2.2	5	-1
COc1ccc(/C=C/C(=O)NC2CCS(=O)(=O)C2)cc1 (stereo not drawn)	0.2	-1	0	·	-14	-0.8	-25	-2.0	19	1
O=C(NCc1ccco1)c1cc(S(=O)(=O)N2CCOCC2)ccc1Br	-2.1	0	-1	24	-2	-1.2	3	-5.2	20	-1
CCc1nc2ccc(C(=O)N3CCN(S(=O)(=O)CC)CC3)cn2c1N(CC)CCOC	-0.5	·	·	·	11	·	-3	-0.3	-3	-1
COc1ccc(CCNC(=O)CSc2nnc(-c3ccc(F)cc3)c3ccccc23)cc1OC	·	6	0	12	9	1.4	-14	-0.5	0	1
CCCCc1cc(=O)oc2c(CN3CCCC3)c(O)c(Cl)cc12	-0.6	-2	-1	7	26	1.3	-3	-3.3	-310	+
Cc1cc(C(=O)N2CCc3ccccc3C2)c(C)o1	0.9	-1	·	·	-8	·	?	-2.3	-7	1
CCN(CC(=O)Nc1c(F)cccc1F)C(=O)CCC(=O)c1ccc(C)cc1	-1.4	-6	-3	·	1	0.3	-9	-0.5	2	2
CCOC(=O)c1oc2ccccc2c1NC(=O)c1ccc(S(=O)(=O)N(C)C)cc1	·	-21	-1	6	8	4.0	8	-0.9	-14	4
Cc1ccccc1CC1(CO)CCCN(C(=O)c2cc(-c3ccccc3)no2)C1 (stereo not drawn)	2.7	-1	-4	34	-10	0.4	-1	-5.6	5	-1
C=C(C)Cn1c2ccc(NC(=S)NCc3ccccc3F)cc2c(=O)n1C	2.2	·	·	·	0	·	2	-0.2	-62	36*
c1ccc(-n2c(-c3ccncc3)nnc2-c2cccs2)cc1	·	-3	-3	46	-7	0.7	-6	0.0	-1	0
O=C(CNC(=O)c1[nH]cnc1C(=O)NC(c1ccccc1)c1ccccc1)OCc1ccccc1	-0.5	2	-21	13	11	2.7	-4	-1.3	10	1
COC(=O)c1ccc(NC(=S)N2CCN(Cc3ccccc3Cl)CC2)cc1	·	2	-2	20	-5	0.7	-1	-0.9	11	4
CCCCC(=O)Nc1ccc(C(=O)NNC(=O)CCc2ccccc2)cc1	-0.3	-1	-12	0	-5	1.5	10	-2.9	8	-1
COc1cccc2cc(C(C)N(CCCN3CCOCC3)C(=S)Nc3cc(C)cc(C)c3)oc12 (stereo not drawn)	·	1	-15	19	3	4.8	·	-2.7	4	3

Quoted at random: four compounds from above, in no set order.
SMILES	BioA inh	MazF activator	Rv3671c inh	DUSP3 inh	GDH-TPI inh	Mtb UGM inh	BoNT F protease	FadD28 FP inh	CCHFV vOTU inh	Mtb FBA inh
CN1CCN(C(=O)c2cnn(-c3ccccc3)c2NC(=O)c2ccc([N+](=O)[O-])cc2)CC1	-0.2	7	-14	17	7	-0.4	-6	-0.2	11	0
O=c1cc2c(c(-c3ccccc3)n1Cc1ccccc1)[C@H](CCO)NC2	-0.9	-1	·	·	-2	·	-6	-4.8	-4	4
c1coc(-c2nc3c4c5c(sc4ncn3n2)CCCC5)c1	-3.9	2	3	-19	3	3.9	5	-3.6	5	3
Cc1nnc(SCCc2ccccc2)[nH]c1=O	-1.7	-4	-2	23	16	1.2	8	-0.9	-7	3
